RPL19A TOR yeast = RPL19A-GFP expression modulators in yeast, primary screen, cell-based, S. cerevisiae, multiplex flow cytometry, MLPCN; percent response vs DMSO, % at 10 µM; AID 2025, 2009; S. cerevisiae RPL19A-GFP strain, 3 h; stronger effect = lower value; actives 0.3% (n = 330,000);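 active = percent response vs DMSO below 50%; inconclusive = fewer than 70 events counted for the yeast strain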;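 note: median channel GFP fluorescence of the barcoded RPL19A-GFP strain; ratio of sample median GFP to plate DMSO average so 100% = DMSO; lower means less RPL19A-GFP as with rapamycin TOR inhibition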
GRK2 inh = compounds blocking aptamer binding on GRK2 – biochemical, human GRK2, bead flow cytometry, HTS, primary screen | FAM-aptamer displacement from GRK2 | inhibition of aptamer binding, % at 10 µM | actives 0.59% (n = 330,000) | AID 488847, 2010;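 active = inhibition of aptamer binding above 40%, roughly 3 SD of noise, on plates passing a quality check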;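 note: median bead fluorescence of bound FAM aptamer so fluorescent compounds give negative values; no value below 0 was filed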
Target sequence (P25098 whole entry, looked up): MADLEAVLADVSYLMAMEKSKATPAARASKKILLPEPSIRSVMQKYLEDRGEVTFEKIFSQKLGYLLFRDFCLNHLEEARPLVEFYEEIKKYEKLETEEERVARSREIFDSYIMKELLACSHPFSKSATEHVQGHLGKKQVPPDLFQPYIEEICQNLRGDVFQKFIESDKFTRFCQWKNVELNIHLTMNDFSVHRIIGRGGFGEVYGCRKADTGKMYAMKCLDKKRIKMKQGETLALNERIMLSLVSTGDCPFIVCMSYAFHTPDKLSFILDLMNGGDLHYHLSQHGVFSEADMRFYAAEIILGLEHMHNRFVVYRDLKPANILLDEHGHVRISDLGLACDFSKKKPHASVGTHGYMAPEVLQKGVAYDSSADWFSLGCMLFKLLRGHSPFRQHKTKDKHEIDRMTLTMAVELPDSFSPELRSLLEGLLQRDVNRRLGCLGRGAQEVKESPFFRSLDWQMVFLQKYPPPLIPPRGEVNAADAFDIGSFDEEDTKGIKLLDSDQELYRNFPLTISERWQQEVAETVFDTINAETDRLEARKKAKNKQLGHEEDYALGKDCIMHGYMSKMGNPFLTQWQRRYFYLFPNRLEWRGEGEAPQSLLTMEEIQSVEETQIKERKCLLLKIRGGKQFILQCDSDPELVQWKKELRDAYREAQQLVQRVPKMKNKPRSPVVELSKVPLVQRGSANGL
VLA-4 inh = inhibition in human VLA-4 binding assay, primary screen, VLA-4 allosteric modulator project, MLPCN library, flow cytometry, VLA-4 expressing cells | ligand binding flow cytometry | inhibition, % (about 7 µM as worked out from the volumes in the protocol) | actives 0.2% (n = 330,000) | Integrin alpha-4 (Homo sapiens), P13612; in the data active = inhibition above about 50%
AGP1-GFP MLPCN = modulators of AGP1-GFP expression in yeast TOR pathway, primary screen, cell-based, multiplex flow cytometry, S. cerevisiae, MLPCN library | 3 h; GFP as percent of DMSO wells | GFP response vs DMSO, % at 10 µM | actives 0.02% (n = 320,000) | AID 2066, 2009;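 active = GFP response relative to DMSO above a set limit, near screen average plus 3 SD, cut at about 150% in these data; inconclusive = fewer than 70 cells counted for the yeast strain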;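 note: median GFP channel fluorescence of the gated AGP1 strain per well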
CR mimetic SO = reduction of superoxide in aged yeast, primary screen, HTS; S. cerevisiae aged cells, superoxide DHE fluorescence; stronger effect = lower value; superoxide response (% of plate mean), % at 10 µM; actives 0.18% (n = 330,000); AID 2690, 2010;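 active = superoxide response under a set limit, about three screen SD below normal, cut at about 65% in these data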;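 note: yeast aged for seven days with compound at 30 °C before DHE staining; 100% = average MFI of all compound-treated wells on the plate with controls excluded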
CIT2 TOR yeast = modulators of CIT2-GFP expression in yeast, primary screen, S. cerevisiae, GFP fusion, multiplex flow cytometry, MLPCN library; actives 0.065% (n = 320,000); GFP response vs DMSO, % at 10 µM; S. cerevisiae CIT2-GFP strain, 3 h; 100 means same as DMSO wells;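 active = GFP response relative to DMSO above a set limit, near the screen mean plus 3 SD, cut at about 150% in these data; inconclusive = Fewer than 70 cells measured for a yeast strain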;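 note: ratio of well median GFP fluorescence to mean of DMSO wells on the plate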
LAP4-GFP MLPCN = modulators of LAP4-GFP expression in yeast, primary screen, S. cerevisiae, multiplex flow cytometry, MLPCN library | AID 2023, 2009 | GFP response vs DMSO, % at 10 µM | actives 0.34% (n = 320,000) | 3 h; median GFP as percent of DMSO wells;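 active = GFP response vs DMSO above a set limit, about the screen mean plus 3 SD, cut at about 150% in these data; inconclusive = under 70 cell events counted for the yeast strain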
MEP2-GFP yeast = modulators of MEP2-GFP levels in yeast, primary screen, S. cerevisiae, multiplex flow cytometry, MLPCN library. actives 0.51% (n = 330,000). GFP response vs DMSO, % at 10 µM. AID 2016, 2009. S. cerevisiae MEP2-GFP strain, 3 h; 100% = DMSO control level;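 active = GFP response versus DMSO above a set limit, roughly screen mean plus 3 SD, cut at about 180% in these data; inconclusive = fewer than 70 cells counted for a yeast strain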;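 note: median GFP fluorescence of the barcode-gated MEP2-GFP cells per well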
The depositor's hits bear a star; ? = inconclusive; nt = no result given; [ ] = dose if it differs, or a comment.

No.	canonical_smiles	GRK2 inh	MEP2-GFP yeast	AGP1-GFP MLPCN	LAP4-GFP MLPCN	CR mimetic SO	VLA-4 inh	CIT2 TOR yeast	RPL19A TOR yeast
1	O=C(NNC(=O)c1ccc(SCC2CCCO2)c([N+](=O)[O-])c1)c1ccc(Cl)c([N+](=O)[O-])c1 (stereo unspecified)	0	100	103	101	118	3	99	100
2	CCN(CC)S(=O)(=O)c1cccc(-c2nnc(SCC(=O)c3ccc(Cl)s3)n2C)c1	0	99	100	101	115	11	94	99
3	N#CCCN(C(=O)CCl)c1cccc(Cl)c1	0	104	106	98	106	14	97	103
4	N#Cc1ccc(OCC(=O)OCC(=O)Nc2sccc2C(N)=O)cc1	7	97	99	101	103	-6	94	96
5	CCc1ccc(OCC(=O)Nc2ncc3c(n2)CC(C)(C)CC3=O)cc1	0	104	96	102	127	0	93	98
6	Cc1ccc(NC(=O)NCc2ccc3c(c2)OCO3)cc1	5	98	94	95	102	-1	107	95
7	O=C1NC(=S)N(c2cccc(Cl)c2)C12CCCCC2	0	97	94	97	113	13	89	94
8	CN(C)/C=C/C(=O)c1ccc(C(F)(F)F)cc1F	0	100	102	97	96	8	98	101
9	COc1cc(-c2n[nH]c(=O)o2)cc(OC)c1OC	0	105	108	108	103	7	100	112
10	CCOC(=O)c1c(NC(=O)COc2ccccc2)sc2c1CC(C)(C)NC2(C)C	0	106	96	96	79	23	79	103
11	Cc1[nH]c(=O)c(S(=O)(=O)c2ccccc2)c(C)c1Cl	2	111	106	101	88	10	108	106
12	Cc1ccc(C(=O)Nc2ccc(S(=O)(=O)N3CCCC3)cc2)s1	0	107	107	102	115	3	98	105
13	COc1ccc(C(=O)CSc2ccc(-c3ccco3)nn2)cc1	0	87	88	95	95	14	86	103
14	Cc1cccc(NC(=O)COc2coc(CN3CCN(c4ccccc4)CC3)cc2=O)c1	0	96	104	114	90	1	92	95
15	CC(C(=O)NCC(=O)Nc1ccc(F)c(F)c1F)N1CCN(c2ccc(O)cc2)CC1 (stereo unspecified)	0	98	96	97	114	0	99	97
16	COC(=O)CSc1nc(N)c(C#N)c(CC(C)C)c1C#N	1	106	105	101	94	-16	104	109
17	FC(F)(F)Oc1ccc(Nc2nc(N3CCOCC3)nc(N3CCOCC3)n2)cc1	2	125	18	103	82	11	112	83
18	CC(=O)c1ccc(N2CC(C)(C)C2=O)cc1	3	102	102	98	98	-4	99	97
19	N#C[C@@H]1[C@@H]2C(=O)N(c3ccc4c(c3)OCCO4)C(=O)[C@@H]2C2c3ccccc3C=CN21 (stereo partly specified)	4	102	99	108	110	-90	106	100
20	Cc1cccc(-c2noc(CCCC(=O)NC3CCCC3)n2)c1	0	103	100	104	106	-7	103	104
21	CCC(C(=O)NC1CCCC1)N(C(=O)Cn1nnc(-c2ccc(OC)c(OC)c2)n1)c1cccc(O)c1 (stereo unspecified)	2	169[may fluoresce violet]	15[may fluoresce violet]	86[may fluoresce violet]	110	-8	?	69[may fluoresce violet]
22	CCOC(=O)[C@H]1[C@H]2COc3ccc(C)cc3[C@@H]2N2C(=O)c3cc(F)ccc3NC(=O)[C@@]12C	1	109	103	104	106	-3	97	99
23	COc1nccnc1NS(=O)(=O)c1ccc(N=Cc2c(C)[nH]n(-c3ccc(Cl)cc3)c2=O)cc1	0	100	98	90	120	5	98	102
24	CCCN1CNc2c(c(=O)[nH]c(=S)n2-c2ccccc2Cl)C1	1	102	101	106	99	2	96	100
25	Cc1c(Cl)cccc1NC(=S)N/N=C/c1ccccc1Cl	1	105	103	108	108	10	96	103
26	Cc1cccc(CN2CCN(CC(=O)N3CCCC3)C2=O)c1	5	99	98	nt	88	-1	91	99
27	Cc1ccc(C(=O)N2N=C(c3ccc(Br)cc3)CC2c2ccccc2O)cc1 (stereo unspecified)	0	97	102	103	99	-2	105	100
28	CC(=O)c1cccc(NC(=O)C2CCN(S(=O)(=O)c3cccs3)CC2)c1	2	101	87	92	96	3	85	91
29	Cc1ccc(NC2=NC(c3ccccc3)n3c(nc(C)cc3=O)N2)cc1 (stereo unspecified)	0	108	98	101	89	13	84	94
30	CN(C)C(CNC(=O)c1cccc(S(=O)(=O)N2CC3(C)CC2CC(C)(C)C3)c1)c1ccco1 (stereo unspecified)	0	105	88	104	89	-5	96	93
31	Cn1c(=O)c2c(ncn2CC(=O)Nc2nccs2)n(C)c1=O	3	98	109	102	94	-1	104	99
32	Fc1ccc(CNc2nc(-c3ccco3)cc(C(F)(F)F)n2)cc1	1	96	95	99	107	14	94	96
33	CN(c1ccccc1)S(=O)(=O)c1cccc(NC(=O)C2=NN(c3ccccc3)C(=O)CC2)c1	4	97	95	95	150	0	92	100
34	NC(=O)CSc1nc2ccc([N+](=O)[O-])cc2[nH]1	2	99	100	97	101	3	97	101
35	Cc1ccc(S(N)(=O)=O)cc1NC(=O)C(c1ccccc1)c1ccccc1	0	112	104	95	101	9	103	105
36	O=C(CSC(=S)N1CCCC1)c1cc(Br)cc(Br)c1O	1	94	108	102	96	-25	82	92
37	C=CCN1C(c2ccccc2)=CS/C1=C(\C#N)c1nnc2n1CCCCC2	0	105	101	103	91	-16	97	95
38	COc1cc(C(=O)N2CCN(c3ccccc3OC)CC2)c([N+](=O)[O-])cc1OC	0	105	105	99	103	19	106	103
39	COCc1cc(C)nc2sc(C(=O)Nc3ccc(C(=O)OC)cc3)c(N)c12	2	103	95	95	107	12	90	104
40	O=C(COc1ncnc2sccc12)N1CCN(c2ccccc2)CC1	0	97	102	101	114	-8	97	97
41	Cc1cc(C)n(-c2nc(NCCCN(C)C)c3c4c(sc3n2)COC(C)(C)C4)n1	2	94	nt	nt	96	5	nt	98
42	Cc1cc(O)c(/C=N/c2ccccn2)c(=O)o1	1	108	105	107	100	3	107	104
43	CCn1ccnc1CN1CCN(CCC(C)C)C(CCO)C1 (stereo unspecified)	1	86	90	94	112	9	94	95
44	Cc1nn(C(=O)c2cccnc2)c(C)c1Sc1ccccc1	0	101	99	91	99	2	104	105
45	COCCCN(C(=S)NC(=O)c1ccc(C(C)(C)C)cc1)c1c(N)n(Cc2ccccc2)c(=O)[nH]c1=O	0	106	110	96	100	nt	106	107
46	N#Cc1c(/N=C/c2ccco2)oc(-c2ccccc2)c1-c1ccccc1	3	106	89	91	91	17	98	103
47	N#Cc1ccc(CN2CCN(C(=O)c3cccc(S(=O)(=O)N4CCCCCC4)c3)CC2)cc1	4	95	95	97	91	16	91	95
48	Cc1ccc(NC(=O)c2ccccc2)cc1C	0	98	86	106	104	-13	94	93
49	CC1(NC(=O)NCc2ccccc2)CCS(=O)(=O)C1 (stereo unspecified)	2	104	107	97	92	3	104	109
50	CCNC(=O)CC1C(=O)N(c2ccccc2)C(=O)N1CCc1ccc(OC)cc1 (stereo unspecified)	1	95	96	96	93	-3	101	97

Following part:
No.	canonical_smiles	GRK2 inh	MEP2-GFP yeast	AGP1-GFP MLPCN	LAP4-GFP MLPCN	CR mimetic SO	VLA-4 inh	CIT2 TOR yeast	RPL19A TOR yeast
51	O=C(NCCc1ccc(C(F)(F)F)cc1)C1CCC(=O)N(C2CC2)C1 (stereo unspecified)	0	89	97	71	98	8	104	103
52	CCOC(=O)C1(CCOC)CCN(C(=O)c2ccccc2-c2cccc(C)c2)CC1	4	102	95	92	95	27	103	101
53	COc1ccccc1NS(=O)(=O)c1cc(NC(=O)c2ccc(=O)[nH]c2)ccc1N1CCOCC1	0	101	90	89	109	14	92	98
54	CC1=C(C(=O)Nc2ccccn2)C(c2cccnc2)n2nnnc2N1 (stereo unspecified)	0	93	92	92	123	4	90	90
55	CCCc1nnc(NC(=O)c2cccc(OC)c2)s1	1	99	88	107	105	5	93	92
56	Cc1cccc(-n2c(N)cc(=O)[nH]c2=S)c1	0	104	101	97	94	-1	93	95
57	CN(C(=S)NC(=O)c1ccccc1)C1CCCCC1	0	94	96	91	110	-12	92	100
58	COc1ccc(C(=O)/C(=C/O)N=Nc2ccc(F)cc2)cc1	13	99	96	172*	91	20	77	94
59	CC(Cc1ccccc1)NC(=O)C1(c2ccccc2)CCOCC1 (stereo unspecified)	2	101	106	99	97	15	100	99
60	COc1cc2c(cc1OC)C(CC#N)=NC(C)(C)C2	0	99	95	97	104	-4	94	92
61	Cc1nc(-c2ccc(S(=O)(=O)N3CCN(c4cccc(C)c4C)CC3)cc2)co1	2	98	96	95	111	10	93	96
62	O=C(Oc1ccc(N(C(=O)c2ccncc2)S(=O)(=O)c2ccc(F)cc2)cc1)c1ccncc1	1	97	103	103	93	15	93	96
63	O=C(c1ccc2[nH]ccc2c1)N1CCCC(Nc2ccccc2)C1 (stereo unspecified)	0	104	105	95	109	-3	107	102
64	Cc1cnc(=O)[nH]c1SCc1ccc(C(F)(F)F)cc1	0	98	104	101	89	11	98	97
65	N#CC(C#N)=C1C=CC=CN1/C(=C\c1ccco1)C(=O)c1ccc(Br)cc1	0	97	93	97	105	-380	86	96
66	CCOC(=O)N1CCN(C(=O)Nc2ccc(NC(=O)N3CCN(C(=O)OCC)CC3)cc2)CC1	0	96	105	110	101	-15	100	104
67	COC(=O)c1ccccc1S(=O)(=O)N1CCC(C(=O)NCC2CCCO2)CC1 (stereo unspecified)	0	105	110	110	110	14	106	98

Bioassay records (PubChem BioAssay)
